# NPR2 activator – GC-B (human) receptor activation | HEK293-GC-B cells, CNP EC30, cGMP TR-FRET; 0% at EC30 CNP, 100% saturating CNP | AID 1920062 | activation, % at 10 µM | P20594 | 0.11% of 370,000 active;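 active = activation at 10 µM reaching about 35% in either raw or pattern-adjusted values, limit read from the data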
# Tn6 DDE FP – DD(E)-Tn6 binding inhibition, primary FP screen | AID 720509 | 0.21% of 370,000 active | Fibrin DD(E) TRITC-Tn6 fluorescence polarization displacement | inhibition, % at 8.3 µM;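 active = inhibition above a per-campaign cutoff: mean of compounds within control limits plus 3 SD, cut at about 15% in these data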;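 note: 0% = median of all compound wells on the plate and 100% = blocking peptide control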
# HGIII-sPLA2 inh – Blocks human group III sPLA2 activity; Q9NZ20; QFRET BODIPY PC-A2 liposome hydrolysis, fluorescence; inhibition, % at 12.2 µM; 0.56% of 370,000 active; AID 743126;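 active = inhibition above mean plus 3 SD of compounds lying within the high and low control bounds, cut at about 19% in these data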;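 note: 0% = median of test compound wells and 100% = no enzyme DMSO wells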
# GAA850 FXN act – increases GAA850 frataxin promoter reporter activity; HEK293 lucGAA850 FXN promoter luciferase reporter, 24 h; percent of 10 µM SAHA response; activation, % at 6 µM; 0.56% of 360,000 active; AID 540364;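 active = activation above the average of all compounds screened plus 3 SD, cutoff fixed separately per campaign, cut at about 7.5% in these data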;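 note: 0% = DMSO wells and 100% = 10 µM SAHA wells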
# ADAM10 inh – inhibitors of human ADAM10; O14672; recombinant ADAM10, EDANS/DABCYL FRET peptide cleavage, 3 h; inhibition, % at 7 µM; 0.62% of 370,000 active; AID 720582;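 active = inhibition above a per-campaign cutoff equal to the mean of compounds falling between control-based bounds plus 3 SD, cut at about 20% in these data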;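 note: 0% = DMSO wells while the 100% control is not disclosed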
# Target sequence (O14672 214-748 limits assumed): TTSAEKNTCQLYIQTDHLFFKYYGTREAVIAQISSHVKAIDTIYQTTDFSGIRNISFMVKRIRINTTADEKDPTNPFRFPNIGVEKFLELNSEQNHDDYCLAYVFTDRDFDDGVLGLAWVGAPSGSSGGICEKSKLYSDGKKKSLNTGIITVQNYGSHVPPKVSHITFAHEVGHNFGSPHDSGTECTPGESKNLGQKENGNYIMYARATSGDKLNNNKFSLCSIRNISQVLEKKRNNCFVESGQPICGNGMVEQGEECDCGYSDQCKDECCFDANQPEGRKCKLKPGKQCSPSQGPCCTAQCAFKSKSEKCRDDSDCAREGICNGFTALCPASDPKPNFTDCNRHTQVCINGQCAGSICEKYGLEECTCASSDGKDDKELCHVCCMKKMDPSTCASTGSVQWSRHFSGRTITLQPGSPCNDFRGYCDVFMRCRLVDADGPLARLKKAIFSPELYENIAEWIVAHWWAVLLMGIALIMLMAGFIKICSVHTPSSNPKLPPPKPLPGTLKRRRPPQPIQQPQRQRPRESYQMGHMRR
# rCAG binder – molecules binding r(CAG) RNA repeats; 1.3% of 370,000 active; r(CAG) RNA repeat, TO-PRO-1 dye displacement fluorescence; inhibition, % at 3 µM;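 active = inhibition above the plate cutoff, the mean of all test compounds on that plate plus 3 SD, cut at about 35% in these data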;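 note: 0% = DMSO alone and 100% = 100 µM mitoxantrone as full dye displacement; higher means more dye released from RNA so lower well fluorescence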
# ARFGAP1 inhibitor – rat ARFGAP1 inhibition. Q62848. Arfgap1-stimulated ARF1 GTP hydrolysis, GDP FP detection. inhibition, % at 16.5 µM. 0.26% of 360,000 active. AID 651572;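 active = inhibition above a per-plate limit, mean inhibition of low control wells plus 3 SD, cut at about 25% in these data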;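 note: 0% = DMSO wells with enzyme and 100% = wells lacking Arfgap1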
# Target sequence (Q62848 1-136 limits assumed): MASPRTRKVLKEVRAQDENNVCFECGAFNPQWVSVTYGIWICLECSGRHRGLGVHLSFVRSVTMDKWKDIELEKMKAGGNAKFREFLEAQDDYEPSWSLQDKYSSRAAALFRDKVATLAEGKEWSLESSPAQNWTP
#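 Material: rat Arfgap1 catalytic domain, aa 1-136; also added: human ARF1(Δ1-17)-GTP substrate; compound dosing: one concentration, 16.5 µM, DMSO 1.26%; incubation: GTP hydrolysis reaction 2 h at 25 °C; measured by: Tracer-displacement fluorescence polarization with EDTA stop, 620/688 nm; evaluation: % inhibition from polarization; repeats: one replicate per compound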
# KLK7 zymogen act – activates the human kallikrein-7 zymogen. purified proKLK7, EDANS-DABCYL substrate fluorescence; 100% is mature enzyme control, 0% vehicle. activation, % at 7 µM. 0.9% of 370,000 active;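 active = activation above the mean of all tested compounds plus 3 SD, computed per campaign excluding outliers beyond control limits, cut at about 13% in these data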
# ASAP1 GAP inh – inhibitors of human ASAP1 ArfGAP activity | Q9ULH1 | 0.19% of 360,000 active | ASAP1-stimulated ARF1 GTP hydrolysis, GDP FP detection | AID 624377 | inhibition, % at 16.5 µM; in the data active = inhibition above about 25%;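 note: 0% = vehicle with enzyme and substrate and 100% = no enzyme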
# Target sequence (Q9ULH1 325-724 limits assumed): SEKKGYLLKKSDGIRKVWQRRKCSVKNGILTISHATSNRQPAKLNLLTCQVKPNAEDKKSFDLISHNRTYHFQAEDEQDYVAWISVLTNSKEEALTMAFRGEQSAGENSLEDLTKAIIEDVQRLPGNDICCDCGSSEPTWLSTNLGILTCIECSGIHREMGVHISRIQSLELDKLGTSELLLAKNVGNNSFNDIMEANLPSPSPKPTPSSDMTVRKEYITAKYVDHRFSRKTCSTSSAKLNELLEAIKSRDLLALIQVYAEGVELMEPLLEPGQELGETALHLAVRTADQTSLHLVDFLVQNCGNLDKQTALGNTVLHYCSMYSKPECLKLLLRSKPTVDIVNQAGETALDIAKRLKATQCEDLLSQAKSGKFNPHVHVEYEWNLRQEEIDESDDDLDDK
# NPR1 activator – GC-A (human) enzyme activation; 0.14% of 370,000 active; HEK293 GC-A cells, cGMP TR-FRET, EC30 ANP; 0% at EC30 ANP, 100% saturating ANP; activation, % at 10 µM; P16066; AID 1671463; in the data active = activation above about 40%
# Starred values were filed as active, the others as inactive; . = no result given.
SMILES,NPR2 activator,Tn6 DDE FP,HGIII-sPLA2 inh,GAA850 FXN act,ADAM10 inh,rCAG binder,ARFGAP1 inhibitor,KLK7 zymogen act,ASAP1 GAP inh,NPR1 activator
Cc1cc(NC(=O)CCC(=O)N(CC(=O)NCC2CCCO2)c2ccc(F)c(Cl)c2)no1 (stereo not drawn),4,-3,1,-0.6,-7,-5,21,-0.5,16,0
O=C(Nc1ccccc1C(=O)NCC1CCCO1)c1ccccc1F (stereo not drawn),1,-1,3,1.5,-12,-7,6,0.1,-9,1
CCCCNC(=O)N(c1c(N)n(Cc2ccccc2)c(=O)[nH]c1=O)C1CCCC1,-2,4,7,0.7,7,0,-8,-0.3,2,2
Cc1ccccc1S(=O)c1ccccc1C(=O)O (stereo not drawn),5,2,2,0.1,-4,-1,4,0.1,0,0
Cn1c(=O)cc(OCC(=O)N2CCN(c3ccc(F)cc3)CC2)c2ccccc21,-3,10,8,.,0,3,.,0.2,.,-3
CC(=O)Nc1ccc(/C(C)=N/NC(=O)c2ccccc2Cl)cc1,2,-2,9,-2.9,-10,-1,-2,-0.7,5,0
C/C(=N\NC(=O)c1cccc(Br)c1)c1cccnc1,2,2,-4,4.3,1,-2,1,-1.5,7,-1
COc1ccc(S(=O)(=O)N(CC(=O)N2CCN(c3ccccc3)CC2)c2ccccc2)cc1,2,-1,3,-0.8,9,-1,-13,-0.3,-2,-3
O=C(NCC1CCCO1)c1cc(-c2ccc(F)cc2)no1 (stereo not drawn),-3,-1,5,11*,3,1,-8,-0.5,8,18
CCOC(=O)c1ccc(N2Cc3ccccc3C2=N)cc1,-5,1,2,1.2,7,6,4,0.5,-5,-3
NC(=O)CN1CCCN(S(=O)(=O)c2ccc(Br)cc2)CC1,-1,-3,1,0.3,8,-2,-9,-0.3,10,0
CN(Cc1ccccc1)S(=O)(=O)c1ccc(NS(=O)(=O)Cc2ccccc2)cc1,4,-1,-32,0.0,10,33,1,0.0,7,-2
COc1ccc(Cn2nnnc2C(c2ccccc2)N2CCN(C3CCCC3)CC2)cc1 (stereo not drawn),-4,-4,-8,-4.2,2,-5,-1,-0.6,-8,1
COc1ccccc1CNC(=O)c1ccccc1OCc1ccc(F)cc1,-3,4,7,2.2,4,-7,-11,0.1,-2,-1
CC(C)(C)c1ccccc1NC(=S)NCc1ccccc1,-6,3,14,0.1,4,0,9,0.6,2,-4
CC(C)(C)C(=O)c1c(N)[nH]c(C(=O)c2ccccc2)c1-c1cc2ccccc2nc1Cl,-3,7,-5,.,-44,3,-9,6.3,-7,2
CC1=C(C(=O)OC(C)C)C(c2ccccc2Cl)CC(=O)N1 (stereo not drawn),-1,-7,-7,1.0,4,-3,-2,-0.1,-15,-6
CN(C)C(=S)NC(=O)c1cccc(Cl)c1,4,-3,16,0.8,8,-2,1,-0.2,6,2
CC12CC3(C)CC(C)(C1)CC(C(N)=O)(C2)C3,-4,3,5,-2.3,1,-1,1,-0.6,8,2
CC(=O)Nc1ccc(-c2csc(Nc3ccc(S(N)(=O)=O)cc3)n2)cc1,-7,2,-3,-1.6,2,10,-2,-1.4,7,-3
Cc1ccccc1OCC(=O)NNC(=O)c1cc(S(=O)(=O)N(C)C)ccc1N1CCCC1,1,0,4,-1.4,-11,-2,-4,0.2,8,3
Cn1c(=O)n(C)c2cc(NC(=O)COc3ccc(Cl)cc3)ccc21,2,-2,11,2.8,-2,-2,18,0.1,-11,2
Cc1ccc(S(=O)(=O)c2nc(NCc3ccc4c(c3)OCO4)sc2Cl)cc1,3,-8,-27,3.2,7,9,5,0.1,8,2
CCOc1ccc(CCNS(=O)(=O)c2ccc3c(c2)NC(=O)CO3)cc1OCC,0,-1,-11,-2.2,2,0,5,0.1,11,4
CC(=O)N1CCN(c2ccc(Nc3ncnc4c3oc3ccccc34)cc2)CC1,10,5,3,3.8,2,3,-5,0.7,-4,4
CC(C)(C)NC(=O)CN1C(=O)/C(=C/c2ccccc2)SC1=S,2,-2,0,-0.7,-12,-1,9,-0.6,-14,-3
O=C(NCCc1ccccc1)c1c(O)c2cccc3c2n(c1=O)CC3,4,-2,8,1.0,-3,2,2,-0.3,3,3
CCn1cc(C(=O)NCc2ccco2)c(=O)c2cc(S(=O)(=O)N3CCc4ccccc4C3)ccc21,2,-5,-1,-2.3,-3,6,7,-1.2,-3,-3
N#Cc1cccc(Nc2c3c(nc4ccccc24)CCC3)c1,-21,3,-1,3.0,4,-2,-9,-0.4,2,-43
O=S1(=O)CCN2C(Cc3ccc(SC(F)F)cc3)=CSC2=N1,-1,-4,-6,-0.1,-1,8,5,0.1,6,2
Cc1cccc(-n2c(C)cc(C)c(C#N)c2=O)c1,0,3,1,2.1,-21,1,4,0.4,-7,1
Cc1ccc(Cn2ncc3c(NCCCN4CCOCC4)ncnc32)cc1,2,-2,-3,3.8,0,-1,5,-0.1,15,1
Cc1[nH]c2ccccc2c1/C=C/C(=O)c1ccccc1,-5,-3,-6,2.5,0,14,14,0.6,12,3
O=C(OCc1cc2ccccc2[nH]c1=O)c1ccccn1,-3,5,-3,-1.0,-7,-2,-7,0.2,-12,3
O=C(CSc1ncn[nH]1)Nc1ccc(S(=O)(=O)N2CCCC2)cc1,5,5,-9,0.3,4,-2,6,0.4,7,2
Cc1ccc(-n2nnnc2SCC(=O)Nc2ccc(N3CCN(C)CC3)cc2)c(C)c1,2,-5,-16,2.1,7,-5,2,0.1,-4,-1
O=C(NC(=S)Nc1cccnc1Cl)c1ccc(Cl)cc1,-8,-7,12,3.3,8,3,15,0.0,-5,10
CC(C)CCN1CCN(C2CCN(c3ccccc3)CC2)CC1CCO (stereo not drawn),4,6,-2,1.7,-9,-11,-1,-0.4,-4,6
COC(=O)c1ccc(CSC2=NC[C@@H]3[C@@H]4C(=O)N(C)C(=O)[C@@H]4[C@](C)(C(=O)OC)N23)cc1,-3,-6,1,-0.2,-7,0,-2,0.6,10,2
COc1ccccc1Oc1ccc(Oc2ccccc2OC)cc1,-2,-1,-5,0.0,12,-2,-9,-0.3,-1,2
O=C(c1ccccc1)N1CCC(c2nc3c(nnn3Cc3ccco3)c(=O)[nH]2)CC1,9,1,-10,0.5,-6,4,0,0.4,-3,2
NS(=O)(=O)c1ccc(Cl)c(C(=O)Nc2ccccc2[N+](=O)[O-])c1,-2,-3,-2,2.5,-2,6,-12,-0.1,-13,-5
CCOc1ncccc1C(=O)OCCCC(=O)c1ccc(Br)cc1,-5,-2,3,3.1,-12,-1,7,-0.7,5,-7
O=C(Cc1nc2ccccc2[nH]1)c1ccc(Cl)cc1,-8,-3,-4,1.2,-31,8,3,-1.1,-5,-6
COC(=O)c1ccc(Oc2nc3ccccc3n3c(C)nnc23)cc1,0,-3,0,-1.8,4,1,-4,0.2,9,-1
Cc1nc(N2CCOCC2)c2c(C)c(C(=O)Nc3ccc(F)cc3Cl)sc2n1,0,-5,0,0.9,2,0,-4,0.5,7,0
COc1ccc(S(=O)(=O)NC(C)C(=O)N2CCCCCC2)cc1 (stereo not drawn),5,0,4,0.8,-1,-3,7,-0.4,-7,-2
CC1(c2ccc3ccccc3c2)NC(=O)N(CC(N)=O)C1=O (stereo not drawn),1,-3,1,1.6,8,3,1,0.0,-12,4
Cc1cc(C)c(S(=O)(=O)NCC(c2ccc3c(c2)OCO3)N2CCOCC2)c(C)c1 (stereo not drawn),-13,0,-9,2.2,0,-6,-5,-0.4,-10,-8
COC(=O)C1=C(C)N(C)C(=O)NC1c1ccc([N+](=O)[O-])o1 (stereo not drawn),0,-6,-1,0.4,2,-2,-7,-0.3,6,4

# Next structures
SMILES,NPR2 activator,Tn6 DDE FP,HGIII-sPLA2 inh,GAA850 FXN act,ADAM10 inh,rCAG binder,ARFGAP1 inhibitor,KLK7 zymogen act,ASAP1 GAP inh,NPR1 activator
N#Cc1cnn2c(=O)[nH]cnc12,4,4,1,-1.5,-9,-1,14,0.6,-3,0
COc1ccc(-n2nnnc2/C=C/Nc2cc(C(F)(F)F)ccc2OC)cc1,2,-4,-34,-0.5,-4,0,13,-0.4,1,-4
C/C=C/C=C\C(=O)Nc1cccc(C2=NOC3(C2)C[C@@H](C(N)=O)N(C(=O)c2cc([N+](=O)[O-])cc([N+](=O)[O-])c2C)C3)c1 (stereo partly drawn),4,-3,-11,0.1,0,20,-5,0.1,18,1
COc1ccc(NC(=O)CCc2ccccc2)cc1S(=O)(=O)N1CCOCC1,-1,1,-3,1.3,8,0,2,0.0,-8,1
CC(C)CCNC(=O)c1nnc(Cc2ccc(Cl)cc2)o1,3,0,4,-0.1,-11,-2,0,-0.4,10,6
CC(C)C[C@H](NC(=O)[C@@H](Cc1ccccc1)n1c(=O)[nH]c2ccccc2c1=O)C(=O)N[C@@H](Cc1ccccc1)C(=O)O,5,9,-12,-2.1,-25,14,6,0.0,3,-2
CSc1ccccc1NC(=O)c1ccoc1C,-2,0,0,3.8,8,1,20,0.3,-1,-2
Cc1nc2cccc(C(=O)Oc3ccc([N+](=O)[O-])cc3)c2o1,-5,-4,3,1.4,-72,1,2,1.5,1,2
CCCCCCn1c(SCC(=O)NC2CCS(=O)(=O)C2)nc2ccccc2c1=O (stereo not drawn),2,-9,-1,0.3,-5,2,3,0.3,9,-5
CCCC1NC(=O)c2cccnc2-n2c1nc1ccc(Br)cc1c2=O (stereo not drawn),-1,-6,14,1.1,-14,7,9,0.7,-1,-6

# Entries of single compounds, quoted from the list. Order of screens: NPR2 activator | Tn6 DDE FP | HGIII-sPLA2 inh | GAA850 FXN act | ADAM10 inh | rCAG binder | ARFGAP1 inhibitor | KLK7 zymogen act | ASAP1 GAP inh | NPR1 activator
# COc1ccc(-n2nnnc2/C=C/Nc2cc(C(F)(F)F)ccc2OC)cc1 in the list: 2 | -4 | -34 | -0.5 | -4 | 0 | 13 | -0.4 | 1 | -4
# N#Cc1cnn2c(=O)[nH]cnc12 in the list: 4 | 4 | 1 | -1.5 | -9 | -1 | 14 | 0.6 | -3 | 0
# CCCC1NC(=O)c2cccnc2-n2c1nc1ccc(Br)cc1c2=O (stereo not drawn) in the list: -1 | -6 | 14 | 1.1 | -14 | 7 | 9 | 0.7 | -1 | -6

# Going on with the list:
SMILES,NPR2 activator,Tn6 DDE FP,HGIII-sPLA2 inh,GAA850 FXN act,ADAM10 inh,rCAG binder,ARFGAP1 inhibitor,KLK7 zymogen act,ASAP1 GAP inh,NPR1 activator
c1ccc(-c2ccccc2OCc2nnc3n2CCC3)cc1,-2,9,-2,1.6,2,-5,-1,0.8,-6,-1
CC(C)N(CC#CCC(O)(c1ccccc1)c1ccccc1)CCO,-7,1,-4,2.5,2,-6,6,-0.2,8,-9
O=C(/C=C/c1c(F)cccc1Cl)Nc1ccc(S(=O)(=O)Nc2ncccn2)cc1,-4,-4,-5,2.9,-2,3,4,0.6,-5,0
CC(C)=CC(=O)Nc1nnc(-c2ccc(F)cc2)s1,-5,1,4,2.2,0,1,0,0.1,-19,-1
CC(C)n1c(-c2ccncc2)n[nH]c1=S,6,-1,0,0.2,-6,-2,-8,0.1,0,5
Clc1ccccc1Cn1nnc(-c2ccccc2)n1,3,1,0,1.8,-5,-1,11,0.0,3,0
COc1ccc(C(=O)NC(=O)Nc2cc(C)ccn2)cc1,-2,-1,-4,-4.8,-3,-2,3,0.0,24,0
COc1ccc(NC(=O)c2ccc(NCC3CCCO3)c([N+](=O)[O-])c2)cc1 (stereo not drawn),-1,2,1,2.7,2,-2,2,-0.2,13,-1
